CHO-K1 Ca ag – M1 agonist counterscreen hit in parental CHO-K1 cells. Fluo-8 calcium fluorescence; scaled to maximal ATP response, vehicle zero. activation, % at 3 µM. hit rate 0.48% among 360,000; in the data active means activation above about 15%;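 further: untransfected CHO-K1 host cells lacking M1 receptor as counterscreen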
M1 antag – human CHRM1 antagonism | P11229 | CHO-K1 hM1, Fluo-8 calcium fluorescence, ACh EC80 antagonist | inhibition, % at 3 µM | hit rate 1.3% among 360,000;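 active means percent inhibition above its own plate's cutoff, namely the mean of that plate's compound wells plus 3 SD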;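 further: peak over basal fluorescence ratio during 140 s after agonist addition; 0% = ACh EC80 plus DMSO and 100% = DMSO alone without agonist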
Target sequence (P11229 whole entry, looked up): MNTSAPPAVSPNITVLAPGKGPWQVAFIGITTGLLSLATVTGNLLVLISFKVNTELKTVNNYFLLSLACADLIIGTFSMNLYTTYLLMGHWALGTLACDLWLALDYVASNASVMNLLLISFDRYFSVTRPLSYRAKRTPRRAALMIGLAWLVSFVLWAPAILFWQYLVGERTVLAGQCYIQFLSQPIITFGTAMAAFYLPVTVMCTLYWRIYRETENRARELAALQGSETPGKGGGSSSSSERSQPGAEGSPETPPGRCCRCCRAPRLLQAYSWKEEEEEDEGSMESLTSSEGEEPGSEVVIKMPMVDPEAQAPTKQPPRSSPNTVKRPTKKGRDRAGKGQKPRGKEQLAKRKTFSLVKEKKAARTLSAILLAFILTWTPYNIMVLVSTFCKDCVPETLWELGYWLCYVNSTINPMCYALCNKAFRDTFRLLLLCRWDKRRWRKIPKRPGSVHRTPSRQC
CHRM1 agonist – agonists of human M1 muscarinic receptor. activation, % at 3 µM. P11229. hit rate 0.33% among 360,000. AID 588814. CHO-K1 hM1, Fluo-8 calcium fluorescence, agonist mode; 0% DMSO, 100% acetylcholine EC100;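 active means activation above the run's mean compound activation plus 3 SD, cut at about 16% in these data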;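 further: peak over basal fluorescence ratio within a 140 s kinetic read after compound addition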
CHRM1 PAM – potentiates human M1 receptor response to acetylcholine. P11229. CHO-K1 hM1, Fluo-8 calcium fluorescence, ACh EC20; 0% = ACh EC20, 100% = maximal ACh. activation, % at 3 µM. hit rate 0.088% among 360,000; in the data active means activation above about 19%, passing the limit was not always enough
CHO-K1 Ca antag – M1 antagonist counterscreen hit in parental CHO-K1 cells | ATP-induced calcium, Fluo-8 fluorescence | inhibition, % at 3 µM | hit rate 0.6% among 360,000;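 active means inhibition above a per-plate cutoff, the plate's mean sample inhibition plus 3 SD, cut at about 24% in these data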;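 further: 0% = DMSO plus EC80 ATP and 100% = DMSO alone without ATP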
OXTR potentiator – potentiates the human oxytocin receptor response; CHO-OTR cells, Fluo-8 calcium fluorescence, potentiator mode; 0% = oxytocin EC15, 100% = EC100; hit rate 0.061% among 320,000; AID 2445; P30559; activation, % at 3 µM;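 active means activation above that plate's cutoff, the mean activation of tested compounds plus 3 SD, cut at about 6.6% in these data, passing the limit was not always enough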;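 further: 100% uses oxytocin at 75 nM as the full agonist control; some results filed as inactive read as strong as hits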
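Measured by – Fluo-8 calcium dye fluorescence · Test system – human OTR in CHO cells · Dosing – one concentration, 3.0 µM compound · Controls – EC15 oxytocin alone as 0%, 75 nM oxytocin as 100% · Evaluation – normalized max/min fluorescence ratio, % activation · Timing – 6 min pre-incubation, 100 s read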
CHRM4 antagonist – antagonists of human muscarinic M4 receptor (CHRM4); P08173; CHO-hM4 cells, ACh EC80, Fluo-8 calcium fluorescence; inhibition, % at 3 µM; hit rate 0.73% among 360,000; AID 624125;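 active means inhibition above its plate's cutoff, the mean inhibition of sample wells plus 3 SD, cut at about 27% in these data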;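 further: 0% = acetylcholine EC80 with DMSO and 100% = DMSO without agonist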
Target sequence (P08173 whole entry, looked up): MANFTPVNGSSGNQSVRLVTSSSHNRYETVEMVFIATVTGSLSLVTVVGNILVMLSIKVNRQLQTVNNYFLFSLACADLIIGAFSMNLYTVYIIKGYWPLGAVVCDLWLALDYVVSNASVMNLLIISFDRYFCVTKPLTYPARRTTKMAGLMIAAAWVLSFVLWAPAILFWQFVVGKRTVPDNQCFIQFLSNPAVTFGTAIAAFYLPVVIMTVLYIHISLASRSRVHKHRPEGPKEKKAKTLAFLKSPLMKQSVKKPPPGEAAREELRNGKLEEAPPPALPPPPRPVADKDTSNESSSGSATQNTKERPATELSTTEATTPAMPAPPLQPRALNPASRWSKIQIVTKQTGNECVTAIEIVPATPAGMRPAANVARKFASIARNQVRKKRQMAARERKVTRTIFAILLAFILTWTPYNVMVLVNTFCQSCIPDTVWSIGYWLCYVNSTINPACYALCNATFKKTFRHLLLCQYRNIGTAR
CHO parental Ca – counter-screen for OX1R antagonists: effect in parental CHO cells | inhibition, % at 5.6 µM | parental CHO-K1, ATP-induced calcium, Fluo-8 fluorescence | hit rate 0.63% among 330,000;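 active means inhibition above that plate's mean sample inhibition plus 3 SD, cut at about 26% in these data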;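 further: 0% = ATP-challenged DMSO wells and 100% = DMSO wells without ATP; some compounds past the cut are filed as inactive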
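material = parental CHO cells | also added = ATP as calcium-mobilizing challenge | dosing = single point at 5.6 µM | detection = intracellular calcium via Fluo-8 no-wash fluorescent dye | read-out = % inhibition | benchmarks = low control ATP plus DMSO, high control DMSO only | repeats = one well per compound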
M4 ag – CHRM4 agonism in calcium assay; P08173; CHO-K1 hM4/Gqi5, Fluo-8 calcium fluorescence; vehicle 0%, full acetylcholine response 100%; activation, % at 3 µM; hit rate 0.14% among 360,000; AID 624127;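 active means activation above the run mean over all test wells plus 3 SD, cut at about 32% in these data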;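 further: peak over basal fluorescence ratio per well then scaled between controls; 0% = DMSO wells and 100% = acetylcholine at EC100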
An asterisk follows results filed as active; · = no result given.

SMILES	CHO-K1 Ca ag	M1 antag	CHRM1 agonist	CHRM1 PAM	CHO-K1 Ca antag	OXTR potentiator	CHRM4 antagonist	CHO parental Ca	M4 ag
O=C(COC(=O)C1CCC1)Nc1ccc(Oc2ccccc2)cc1	1.6	-10	-7	17	-9	1	9	5	1
Cc1[nH]n(-c2ccccc2)c(=O)c1C(=O)c1ccc(Cl)cc1	1.2	-23	-2	16	-9	-21	6	-2	1
COc1cc(C(=O)NCCCc2nc3ccccc3n2Cc2cc(C)ccc2C)cc(OC)c1OC	1.5	-6	-10	4	-2	-6	-3	-15	5
Cn1c(CNC(=O)Nc2ccccc2Cl)nnc1SCc1ccccc1	0.4	-11	-3	3	-13	-8	-11	-18	1
O=C(c1ccccc1Sc1ccc([N+](=O)[O-])cc1)N1CCCCC1	1.2	7	-5	-7	-4	0	9	-7	2
NC(=O)C1CN(C(=O)c2cccc(S(=O)(=O)N3CCc4ccccc43)c2)c2ccccc2O1 (stereo not drawn)	2.2	-8	0	13	2	-6	-9	-12	9
O=C(Cn1cnc2ccccc2c1=O)NNC(=O)c1ccccc1F	0.6	-9	-2	4	-12	-4	8	1	0
CC1(C)NC(=O)N(CC(O)COc2cccc(F)c2)C1=O (stereo not drawn)	0.8	-10	6	16	-4	-6	-5	-22	0
CS(=O)(=O)N(CC(=O)NCc1ccco1)c1ccc(Cl)cc1Cl	-0.3	-3	-4	5	5	-6	-10	-19	1
N#CCC(=O)Nc1ccc(C(=O)OCC(=O)Nc2ccccc2-c2ccccc2)cc1	0.6	-5	-6	14	-7	-22	3	16	1
Cc1cc2ccccc2nc1SCC(=O)NC1CCCCC1	-0.1	-5	-13	10	-8	-9	0	-14	-1
O=C(N/N=C/C=C/c1ccccc1)c1n[nH]c2c1CCC2	1.4	-2	0	3	21	-6	-1	0	0
CCOC(=O)c1ccc(N2C(=O)c3n[nH]c(C)c3C2c2ccco2)cc1 (stereo not drawn)	1.0	-3	-4	2	-10	-11	1	-15	2
COCCn1c(SCC(=O)c2c(N)n(C)c(=O)n(C)c2=O)nc2ccccc21	5.4	0	-3	3	-5	-5	-11	17	18
Cc1ccc(C(=O)N2CCN(C(=O)N3CCOCC3)CC2)cc1	0.2	-18	-2	4	-6	0	-4	11	1
Cn1nc(-c2ccccc2)c(C(=O)NCC(=O)O)c1Cl	-0.1	-4	-4	3	-4	-2	12	-9	0
COc1cc(C)ccc1OCCCON1C(=O)CCC1=O	0.2	0	-1	5	-4	3	4	-17	-1
C=CCn1ccc(O)c(Cc2ccc(Cl)cc2)c1=O	-0.2	2	-5	-4	-3	-5	2	-4	0
OC(CN1CCOCC1)Cn1c(-c2cccc(Cl)c2)nc2ccccc21 (stereo not drawn)	0.1	2	-3	3	28*	-4	-4	-13	1
COC(=O)c1c(C)[nH]c(C(=O)COc2ccc3ccc(=O)oc3c2)c1C	1.7	-5	2	8	-5	-7	-4	-13	6
Cc1ccc(-c2cc(C(=O)N3CCCCC3)c3ccccc3n2)cc1C	4.1	7	2	4	-18	-6	-11	-14	18
CCCS(=O)(=O)c1nc(S(=O)(=O)c2ccc(C)cc2)c(NCCCn2ccnc2)s1	0.1	-7	-13	0	-18	-1	-12	-10	1
Cc1cc(NS(=O)(=O)c2ccccc2)n(-c2ccccc2)n1	-0.1	-1	-2	1	-8	1	-5	-22	0
CC(C)CCNC(=O)C(=O)Nc1cc2c3c(c1)CC(=O)N3CCC2	0.5	-14	0	8	-3	-8	8	-10	3
Cn1c(=O)c2c([nH]c(=S)n2Cc2ccc(Cl)cc2)n(C)c1=O	0.3	2	-2	1	-5	-14	4	-3	0

Arranged by count of non-hydrogen atoms (ascending): 12 of the compounds above.
SMILES	CHO-K1 Ca ag	M1 antag	CHRM1 agonist	CHRM1 PAM	CHO-K1 Ca antag	OXTR potentiator	CHRM4 antagonist	CHO parental Ca	M4 ag
C=CCn1ccc(O)c(Cc2ccc(Cl)cc2)c1=O	-0.2	2	-5	-4	-3	-5	2	-4	0
COc1cc(C)ccc1OCCCON1C(=O)CCC1=O	0.2	0	-1	5	-4	3	4	-17	-1
Cn1c(=O)c2c([nH]c(=S)n2Cc2ccc(Cl)cc2)n(C)c1=O	0.3	2	-2	1	-5	-14	4	-3	0
Cc1ccc(C(=O)N2CCN(C(=O)N3CCOCC3)CC2)cc1	0.2	-18	-2	4	-6	0	-4	11	1
O=C(c1ccccc1Sc1ccc([N+](=O)[O-])cc1)N1CCCCC1	1.2	7	-5	-7	-4	0	9	-7	2
O=C(Cn1cnc2ccccc2c1=O)NNC(=O)c1ccccc1F	0.6	-9	-2	4	-12	-4	8	1	0
Cc1ccc(-c2cc(C(=O)N3CCCCC3)c3ccccc3n2)cc1C	4.1	7	2	4	-18	-6	-11	-14	18
COCCn1c(SCC(=O)c2c(N)n(C)c(=O)n(C)c2=O)nc2ccccc21	5.4	0	-3	3	-5	-5	-11	17	18
CCCS(=O)(=O)c1nc(S(=O)(=O)c2ccc(C)cc2)c(NCCCn2ccnc2)s1	0.1	-7	-13	0	-18	-1	-12	-10	1
N#CCC(=O)Nc1ccc(C(=O)OCC(=O)Nc2ccccc2-c2ccccc2)cc1	0.6	-5	-6	14	-7	-22	3	16	1
NC(=O)C1CN(C(=O)c2cccc(S(=O)(=O)N3CCc4ccccc43)c2)c2ccccc2O1 (stereo not drawn)	2.2	-8	0	13	2	-6	-9	-12	9
COc1cc(C(=O)NCCCc2nc3ccccc3n2Cc2cc(C)ccc2C)cc(OC)c1OC	1.5	-6	-10	4	-2	-6	-3	-15	5

Continued.
SMILES	CHO-K1 Ca ag	M1 antag	CHRM1 agonist	CHRM1 PAM	CHO-K1 Ca antag	OXTR potentiator	CHRM4 antagonist	CHO parental Ca	M4 ag
CCc1ccc(NC2CC(=O)N(CCc3ccc(OC)c(OC)c3)C2=O)cc1 (stereo not drawn)	2.7	-3	-6	4	-9	-20	-1	-21	3
Cc1c(Cl)ccc(S(=O)(=O)NCCCn2ccnc2)c1Cl	2.6	-4	-9	0	-10	4	0	-6	3
CCO[C@H]1OC(C(=O)NCc2ccccc2)=C[C@@H](c2ccc(Br)cc2)[C@@H]1CCCO	2.8	18	2	-4	1	-16	10	-6	8
O=C(O)CCc1ccc(S(=O)(=O)NCCc2ccccc2)cc1	0.6	-15	-3	7	-6	-6	-2	1	1
Clc1ccc(Cl)c(OCCCCN2CCCCC2)c1	1.1	30	-9	-23	-1	-1	24	-5	1
Nc1nc(N)c2ncc(C(=O)CCc3ccccc3)nc2n1	1.3	3	11	-4	0	-12	-1	-17	9
COc1ccc(S(=O)(=O)N2CCOCC2)cc1NC(=O)COc1ccc2ccc(=O)oc2c1	1.2	-14	-3	12	-4	2	-15	-13	4
CC12CCC(C(=O)NCc3ccc4c(c3)OCO4)(C(=O)C1=O)C2(C)C (stereo not drawn)	0.7	-26	-2	2	-12	-6	-10	6	1
CSCCC(=O)NC1CC(C)(C)Cc2c1cnn2-c1ccccc1C (stereo not drawn)	1.4	-7	-5	3	-7	-8	-2	-18	0
COC(=O)c1cc(N2CCN(C)CC2)nc2ccccc12	1.5	-17	-7	7	-17	-5	-11	-1	2
Cc1nn(Cc2ccc(F)cc2)c(C)c1NC(=O)C1c2ccccc2Oc2ccccc21	1.4	1	0	-4	6	-10	-5	2	6
COc1ccc(-n2c(=S)[nH]c3cc(C(=O)NCCCN4CCCC4=O)ccc3c2=O)cc1OC	-0.1	-6	-5	9	7	-1	-6	-8	0
Cc1nn2c(NCCCN(C)C)c3c(nc2c1-c1ccccc1)CCC3	-0.3	1	-9	1	-12	-2	5	-16	2
Cc1ccccc1-n1c(SCc2csc(Nc3ccccc3)n2)nnc1-c1cccnc1	3.8	2	-8	2	-4	-11	-4	-18	-2
c1ccc(CC2CCN(C3=Nc4cccc5cccc3c45)CC2)cc1	3.0	72*	-1	-19	0	-12	27*	-24	7
CCCn1nnnc1SCC(=O)N1CCOCC1	-0.3	-5	-5	2	10	-19	-11	-15	0
CCOC(=O)N1CCN(S(=O)(=O)c2ccc3[nH]cc(C(=O)O)c(=O)c3c2)CC1	0.9	-12	-3	3	-5	-9	3	-5	0
Cc1c(C(=O)N2CCCC2)sc(NC(=O)c2cccc(Cl)c2)c1C#N	0.0	-7	3	-3	-4	-7	-10	3	1
Cc1ccc(CN2CCS(=O)(=O)CC2)cc1	0.2	-2	-3	2	-8	-4	-6	-24	1
COCCN1CCn2c(nc3cc(NC(=O)c4cccs4)ccc32)C1	-0.3	-17	-4	-1	-11	-14	5	-3	0
CC(C)NC1CCC(Nc2ccnc3cc(Cl)ccc23)CC1 (stereo not drawn)	0.5	1	-9	-8	-4	·	-1	·	1
Cc1ccc(S(=O)(=O)NC(CC(C)C)C(=O)NCC(C)(C)N2CCOCC2)cc1 (stereo not drawn)	0.6	10	-3	-3	-1	5	12	-18	1
COc1ccc(C(=O)NC(=S)Nc2ccc(NC(=O)c3ccco3)cc2)cc1[N+](=O)[O-]	0.4	-1	-4	7	0	-9	7	-4	0
CCN(c1ccccc1)S(=O)(=O)c1ccc(Oc2ccccc2C(C)=O)nc1	0.5	-3	-6	-5	-3	-5	9	-10	3
CCN(CC)S(=O)(=O)c1ccc(NS(=O)(=O)CC23CCC(CC2=O)C3(C)C)cc1 (stereo not drawn)	0.7	-13	-7	14	-5	-5	1	-9	2
SMILES	CHO-K1 Ca ag	M1 antag	CHRM1 agonist	CHRM1 PAM	CHO-K1 Ca antag	OXTR potentiator	CHRM4 antagonist	CHO parental Ca	M4 ag
COc1ccc(S(=O)(=O)Nc2cccc(S(=O)(=O)N3CCCCC3)c2)cc1	1.3	-3	-1	0	-14	-1	-10	-26	3
O=C(Nc1cccc2c1CCCC2)c1cccc(F)c1	-0.7	-3	-6	2	3	6	4	-16	-1
Clc1ccc2[nH]c3c(NCCCN4CCOCC4)ncnc3c2c1	0.0	-27	-4	5	-3	-13	-10	-9	1
COc1cc2c(cc1OC)-c1cc(OCCN3CCOCC3)nc(=O)n1CC2	-0.3	-9	-1	5	-17	-1	-6	-7	-1
CSCCC(NS(=O)(=O)c1ccccc1F)C(=O)NNC(=O)c1csc(N2CCOCC2)n1 (stereo not drawn)	0.2	7	-4	-3	-5	-2	8	-12	0
O=C(CNc1cccc(Cl)c1)c1ccc(Br)cc1	-0.1	-4	-4	4	-4	-2	9	-7	1
CC1C(=O)N2CCCc3cc(S(=O)(=O)N4CCN(c5cccc(Cl)c5)CC4)cc1c32 (stereo not drawn)	-0.3	19	-5	-9	0	-6	6	-15	0
